# Screening data deposited in PubChem BioAssay by NCI.
# All columns: NCI-60 one-dose screen, growth in % after 48 h at 10 µM unless noted; 100 = growth as untreated, 0 = no growth, -100 = all killed.
# A549/ATCC = A549/ATCC NSCLC; actives 3.7% (n = 81,000)
# SK-MEL-5 = SK-MEL-5 melanoma. actives 6.4% (n = 80,000)
# HOP-92 = HOP-92 NSCLC cells | AID 1794738 | actives 6.3% (n = 71,000)
# M14 = M14 melanoma | actives 6.2% (n = 80,000)
# CCRF-CEM = CCRF-CEM leukemia | actives 7% (n = 77,000) | AID 1794778
# HOP-62 = HOP-62 NSCLC. actives 3.9% (n = 80,000). AID 1794735
# SK-MEL-28 = SK-MEL-28 melanoma; actives 4.1% (n = 81,000)
# EKVX = EKVX NSCLC. actives 3% (n = 71,000). AID 1794765
# Active calls of the source: *; . = no result given; & = joins results of further samples. How the source made its calls: active means growth percent below 10; inactive means the rest. Rows were taken by chance; 12% or so of the library scored in one or more.
SMILES,A549/ATCC,SK-MEL-5,HOP-92,M14,CCRF-CEM,HOP-62,SK-MEL-28,EKVX
COc1cccc2cc(C(=O)CSc3nnnn3-c3ccccc3)c(=O)oc12,80,104,86,101,108,101,107,106
O=C(Nc1ncccc1OCc1ccccc1)NC12CC3CC(CC(C3)C1)C2,85,73,54,99,74,94,101,86
CN(C)c1ccc(NC(=O)c2cc3ccccc3cc2O)cc1,83,88,92,98,53,93,108,117
O=C(CSc1nc2sc3c(c2c(=O)n1-c1ccc(Cl)cc1)CCCC3)NNC(=O)Nc1c(Cl)cccc1Cl,101,109,75,100,104,94,104,91
COc1ccc(CCN2C(CC(=O)c3ccccc3)CCCC2CC(=O)c2ccccc2)cc1OC (stereo unspecified),106,100,105,112,105,111,121,136
Cc1cc(Cc2ccc(Cl)cc2)ccc1OC(=O)c1ccc(Cl)cc1,97,103,94,94,32,75,116,88
CCOC(=O)c1cc(-c2cccnc2)nc2c(Cl)cc(Cl)cc12,75,101,.,117,89,92,129,96
Clc1ccc(-c2c3ccc(=[N+]4CCCCC4)cc-3oc3cc(N4CCCCC4)ccc23)cc1,-67*,-95*,-70*,-93*,0.5*,-89*,-91*,-67*
O=C1NN=C(c2ccccc2)C1Cc1ccccc1 (stereo unspecified),105,105,.,108,100,100,93,114
N#Cc1cc(C(F)(F)F)cc(C(F)(F)F)c1,101,111,96,101,100,98,110,110
Oc1ccc2ccccc2c1CN1CC2CCC(CC2)C1,104,112,92,99,104,101,119,101
O=C(O)c1cn(C2CC2)c2cc(N3CCN(C(=O)CCO[N+](=O)[O-])CC3)c(F)cc2c1=O,96,99,113,107,100,102,114,106
CSc1nc(NCCO)c(C#N)c(-c2cccc(N)c2)n1,100,96,96,100,95,84,116,81
NC(=O)SCC(N)C(=O)O (stereo unspecified),106,99,94,101,121,95,114,107
C[N+]1(CC[N+]2(C)CCCCC2)CCCCC1,100,102,110,99,102,98,105,107
COc1cccc(-c2nc3sccn3c2-c2ccnc(NCCNS(=O)(=O)c3ccc(C)cc3)n2)c1,93,90,120,97,86,116,112,.
Nc1ccc(Br)cn1,103,100,89,99,80,101,107,110
COc1cc(C)c(C2C(C#N)=C(N)Oc3n[nH]c(-c4cccs4)c32)cc1C(C)C (stereo unspecified),87,.,100,105,81,97,112,97
O=S1(=O)CCN(CCc2ccccc2)CC1,97,95,77,91,106,105,99,.
O=[N+]([O-])c1ccc(/C=C/C2(CCl)OCCO2)cc1,105,104,84,95,62,116,112,.
COC(=O)C1(CC(=O)Cc2ccccc2)NC(=S)NC(=O)C1C#N (stereo unspecified),124,107,110,117,101,133,112,109
Cc1ccc(N=Nc2ccc(C)cc2NC(=O)Nc2ccccc2F)cc1,84,93,.,98,110,108,116,89
CC1CN(C2CCCCC2)C(=S)NC1=O (stereo unspecified),101,103,96,104,118,94,127,108
Cc1ccc(N=c2nc3sc4c(C)ccc(C)c4n3c(N)c2C#N)cc1,100,.,77,102,85,101,105,.
O=c1ccc2cc(Cl)ccc2o1,98,102,111,106,95,104,.,105

# Part of the list above, reduced to M14:
SMILES	M14
C[N+]1(CC[N+]2(C)CCCCC2)CCCCC1	99
Cc1cc(Cc2ccc(Cl)cc2)ccc1OC(=O)c1ccc(Cl)cc1	94

# Continuation:
SMILES,A549/ATCC,SK-MEL-5,HOP-92,M14,CCRF-CEM,HOP-62,SK-MEL-28,EKVX
COc1cc(-c2nnc(Nc3c(C)cccc3C)o2)ccc1O,98,100,89,95,105,107,102,94
O=S(Cc1ccccc1)/C(=C/n1c(=S)[nH]c2ccccc21)c1ccccc1 (stereo unspecified),89,100,71,95,96,86,99,91
NS(=O)(=O)c1ccc(C(=O)N=Nc2c(O)[nH]c3c([N+](=O)[O-])cccc23)cc1,93,102,99,102,106,105,102,102
Nc1cc(N)c2nc(NCCc3ccc(Cl)c(Cl)c3)cnc2c1,71,37,-55*,.,-63*,.,104,29
CCC(=O)c1ccccc1C#N,99,109,84,107,116,91,101,94
Cc1cc(OS(=O)(=O)O)c2ccccc2c1OS(=O)(=O)O,104,100,59,108,97,85,116,.
O=C(Nc1ccc(-n2cc(-c3ccncc3)c(-c3ccc(O)c(Cl)c3)n2)cc1)Nc1cc(C(F)(F)F)cc(C(F)(F)F)c1,54,54,2.6*,56,56,71,77,45
CC(C)C(=O)OCCCOCCCOc1ccccc1,102,99,94,105,106,105,115,102
N#Cc1c(-c2ccc(Cl)cc2)cc(-c2ccccc2)[nH]c1=O,85,82,68,104,88,86,113,97
CSc1ccc(-c2ccccc(=O)c2O)cc1,12,.,49,-6.4*,3.7*,3.9*,27,12
Nc1nc(C(=O)NNC(=O)Nc2ccccc2)nn1-c1ccc(S(N)(=O)=O)cc1,85,96,86,93,102,93,99,102
CCOC(=O)C(C#N)C1C=Cc2ccccc2N1C(=O)c1ccccc1 (stereo unspecified),100&104,99&101,102&85,108&97,106&91,95&95,108&107,85
COc1cc(CNS(=O)(=O)c2ccc(C)cc2)ccc1OCc1cn(-c2ccc(F)cc2)nn1,94,57,86,97,80,102,88,80
COc1ccc(C(=O)/C=C/c2ccccc2Br)cc1S(N)(=O)=O,-81*,.,77,-12*,7.0*,-19*,-28*,-80*
CS/C(Nc1ccccc1)=C(\C#N)S(=O)(=O)c1ccccc1,91,89,102,103,101,106,112,115
Clc1ccc(P(c2ccc(Cl)cc2)c2ccc(Cl)cc2)cc1,97,116,95,94,89,114,119,107
COc1cc(/C=C2\C(=O)N(CCCCCCn3c4ccccc4c(=O)c4ccccc43)c3ccccc32)cc(OC)c1O,98,65,66,79,27,119,84,81
CC1(C)CC[C@]2(C(=O)O)CC[C@]3(C)C(=CCC4[C@@]5(C)C[C@@H](O)[C@@H]6OC(c7ccccc7F)OC[C@@]6(C)C5CC[C@]43C)C2C1 (stereo partly specified),14,-35*,5.7*,18,17,22,20,14
Cc1cccc(C(=O)C(O)(c2ccccc2)C2CCCCC2=O)c1 (stereo unspecified),98,86,.,108,94,98,95,102
CCn1cc(CNc2ccc(C(=O)Nc3cc4cc(OC)c(OC)cc4c(C)n3)cc2)c(C)n1,30,1.5*,79,22,12,13,50,60
CN1CCN(c2ccc(-c3c(C#N)c(-c4ccccc4)nc4c3c(-c3ccccc3)nn4-c3ccccc3)cc2)CC1,95,99,102,93,89,105,107,103
CC[N+]1(CC(=O)c2ccccc2)CCCCC1,106,98,92,89,113,110,97,99
COC1OCC2OC(C)(C)OC2C1OC(=S)SC (stereo unspecified),103,103,95,106,102,102,107,95
O=S(=O)(O)C1CC(S(=O)(=O)O)NC(S(=O)(=O)O)C1 (stereo unspecified),95,100,.,108,103,101,107,.
CNC(C)[C@H]1CCC2C3CCC4C[C@@H](N(C)C(=O)c5ccccc5)CC[C@]4(C)C3CC[C@@]21C (stereo partly specified),40,-74*,19,-37*,22,38,-71*,25
# (further entries)
SMILES,A549/ATCC,SK-MEL-5,HOP-92,M14,CCRF-CEM,HOP-62,SK-MEL-28,EKVX
C=CCN1C(=O)C2CCCCC2C1=O (stereo unspecified),106,116,99,106,112,109,118,104
COc1ccc2c(c1)OC13Oc4cc(OC)ccc4C=C1CCCC3=C2,75,40,27,32,6.0*,41,63,40
Cc1cc2nc3c(=O)[nH]c(=O)nc-3n(CC=O)c2cc1C,115,99,293,109,160,106,117,96
COc1ccc(NC(=O)C(C)Sc2nc3ccccc3c(=O)n2CCc2ccc(S(N)(=O)=O)cc2)cc1 (stereo unspecified),93,98,108,112,105,102,107,96
CCC(=O)OC1CCC(C(C)CC)CC1 (stereo unspecified),98,103,98,102,.,100,114,106
Cc1cc(Cl)nc(Cl)c1C#N,101,104,.,100,102,111,110,117
CC/C(=C(\c1ccc(OCCN2CCCCCC2)cc1)c1ccc(OC(=O)Cc2ccccc2)cc1)c1ccc(OC)cc1,86,105,87,94,83,108,98,90
CC(C)N1CCSc2ssc(=S)c21,97,76,57,78,115,113,109,84
Cc1ccc(S(=O)(=O)n2cc(-c3csc(-c4c[nH]c5ncccc45)n3)c3ccccc32)cc1,93,98,94,95,98,97,98,.
O=C(O)c1cccc(N2C(=O)C=CC2=O)c1,99,100,.,118,108,112,106,112
O=[N+]([O-])c1cccc(C[P+](c2ccccc2)(c2ccccc2)c2ccccc2)c1,107,55,60,68,.,100,97,.
Cc1ccc(O)c(C(C)(C)c2ccccc2)c1,112&96,106&101,95,108&96,102&92,100&106,115&107,93&105
CC(=O)[C@@H]1CCC=C2CC[C@]3(C)[C@@H](CC[C@@H]4[C@@]5(C)CCCNC(C)(C)[C@@H]5CC[C@]43C)[C@H]21,-78*,64,-33*,-82*,-23*,-64*,-42*,-48*
Cc1nc(NC(=O)Nc2ccccc2)sc1C(=O)NN,87,99,.,101,.,.,106,98
Cc1c(CC(=S)N2CCOCC2)nnn1-c1ccc(F)cc1,109,100,109,97,105,105,108,105
Cc1nc(-c2ccc(N)cc2)ccc1C(=O)N=Nc1c(O)[nH]c2ccc(F)cc12,101,69,78,.,69,111,93,81
O=C(Nc1cccc(Cl)c1)Nc1nc2ccc([N+](=O)[O-])cc2o1,17,-13*,.,18,10,22,26,17
OCC(O)C(O)C(O)C(O)/C=N/O (stereo unspecified),61,101,75,95,82,83,114,105
c1ccc2c(c1)CCN(NCCN1CCCC1)C2,86,104,80,93,79,75,109,86
Cc1cc(=O)[nH]c2nc3ccccc3n12,108,103,.,99,114,98,105,100
CN1Cc2c(c3ccccc3[nH]c2=O)C1=O,98,99,89,100,103,102,117,110
CC(C)(C)C(=O)/C=C/c1ccc(Br)cc1,90,94,.,93,88,.,119,.
N=C(N)c1ccc(-c2ccc(-c3cc(F)cc(F)c3)o2)nc1,95,89,59,95,-36*,78,99,90
N#Cc1c(Cl)nc(SCc2ccc(F)cc2)nc1-c1ccc(Cl)cc1,106,102,87,109,108,108,108,101
Oc1ccc(Cl)c(Nc2nc(SCCN3CCOCC3)nc3c2cnn3CC(Cl)c2ccc(Br)cc2)c1 (stereo unspecified),12,17,-7.0*,25,3.4*,33,32,37
# Next part
SMILES,A549/ATCC,SK-MEL-5,HOP-92,M14,CCRF-CEM,HOP-62,SK-MEL-28,EKVX
Cc1ccc(C(=O)O)c(N)c1C,111,107,99,96,93,90,122,.
COc1ccc2[nH]c(=O)c3c4ccccc4cn3c2c1,40,35,34,24,-31*,39,55,39
N=C(N)c1ccc(-c2ccc(-c3ccccc3)o2)cc1,-30*,-81*,-60*,-91*,-39*,-51*,-61*,-18*
COC(=O)CC1OCC=C2CN3CCC45C6=CC(=O)C(=O)C([N+](=O)[O-])=C6NC4C1C2CC35 (stereo unspecified),95,108,104,104,108,88,111,105
c1ccc(-c2ccc(-c3nnc(-c4ccccc4)o3)cc2)cc1,81,103,.,99,.,107,108,101
CCCCn1c(=O)c(/C=C/C(=O)/C=C/c2ccc3c(c2)OCO3)cc2cc(C)ccc21,92,95,66,97,83,98,103,104
Cc1ccc(NC(=O)CCCCN2CCN(C)CC2)cc1Nc1nccc(-c2cccnc2)n1,103,.,99,103,114,98,107,96
Cn1cc(/C=C2\C(=O)N(CCCn3c4ccccc4c(=O)c4ccccc43)c3ccccc32)c2ccccc21,97,86,72,94,95,92,112,100
N#CC1=C(N)N2C(=S)N(c3ccccc3)C(=O)C2C1c1ccc(Cl)cc1 (stereo unspecified),103,87,98,102,100,98,103,57
O=C(O)c1cc2cc(Br)ccc2c(Br)c1O,106,99,71,91,109,96,100,105
CCN(CC)c1ccc(/C=C/c2ccnc3ccccc23)cc1,69,71,75,110,86,106,100,42
C#CCOC(=O)/C=C/c1cn(-c2ccccc2)nc1-c1ccc(Br)cc1,83,106,87,95,84,95,103,106
CNC(=O)c1cc(Oc2ccc3nc(NC(=O)c4ccc(Cl)c(C(F)(F)F)c4)sc3c2)ccn1,72,71,.,90,68,84,83,79
O=C(c1ccccc1)c1ccc(F)cc1,100,110,98,104,106,103,111,107
N#CCC(=O)NNC(=S)NC(=O)c1ccc(-n2c(=O)[nH]c3ccccc3c2=O)cc1,118,101,118,99,101,101,104,96
CC(C)(C)OC(=O)n1cc(-c2nc(-c3c[nH]c4ncccc34)cs2)c2cc(Cl)ccc21,103,102,84,107,82,97,113,91

# Structures above containing a cyano group (14):
SMILES,A549/ATCC,SK-MEL-5,HOP-92,M14,CCRF-CEM,HOP-62,SK-MEL-28,EKVX
N#Cc1cc(C(F)(F)F)cc(C(F)(F)F)c1,101,111,96,101,100,98,110,110
CSc1nc(NCCO)c(C#N)c(-c2cccc(N)c2)n1,100,96,96,100,95,84,116,81
COc1cc(C)c(C2C(C#N)=C(N)Oc3n[nH]c(-c4cccs4)c32)cc1C(C)C (stereo unspecified),87,.,100,105,81,97,112,97
COC(=O)C1(CC(=O)Cc2ccccc2)NC(=S)NC(=O)C1C#N (stereo unspecified),124,107,110,117,101,133,112,109
Cc1ccc(N=c2nc3sc4c(C)ccc(C)c4n3c(N)c2C#N)cc1,100,.,77,102,85,101,105,.
CCC(=O)c1ccccc1C#N,99,109,84,107,116,91,101,94
N#Cc1c(-c2ccc(Cl)cc2)cc(-c2ccccc2)[nH]c1=O,85,82,68,104,88,86,113,97
CCOC(=O)C(C#N)C1C=Cc2ccccc2N1C(=O)c1ccccc1 (stereo unspecified),100&104,99&101,102&85,108&97,106&91,95&95,108&107,85
CS/C(Nc1ccccc1)=C(\C#N)S(=O)(=O)c1ccccc1,91,89,102,103,101,106,112,115
CN1CCN(c2ccc(-c3c(C#N)c(-c4ccccc4)nc4c3c(-c3ccccc3)nn4-c3ccccc3)cc2)CC1,95,99,102,93,89,105,107,103
Cc1cc(Cl)nc(Cl)c1C#N,101,104,.,100,102,111,110,117
N#Cc1c(Cl)nc(SCc2ccc(F)cc2)nc1-c1ccc(Cl)cc1,106,102,87,109,108,108,108,101
N#CC1=C(N)N2C(=S)N(c3ccccc3)C(=O)C2C1c1ccc(Cl)cc1 (stereo unspecified),103,87,98,102,100,98,103,57
N#CCC(=O)NNC(=S)NC(=O)c1ccc(-n2c(=O)[nH]c3ccccc3c2=O)cc1,118,101,118,99,101,101,104,96
